# Screening results as filed in PubChem BioAssay.
# Casp6 inh: caspase-6 (human) enzyme inhibition. P55212. inhibition, % at 12.5 µM. AID 686996. 350,000 tested, 0.53% active. purified caspase-6, Z-VEID-R110 cleavage fluorescence;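 active means mean inhibition across replicates at least about 35%, with every replicate also reaching that limit, limit read from the data; inconclusive means only one of the two criteria met; inactive means neither criterion met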;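 further: 0% = median of neutral control wells and 100% = no fluorescence left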
# Target sequence (P55212 24-179 limits assumed): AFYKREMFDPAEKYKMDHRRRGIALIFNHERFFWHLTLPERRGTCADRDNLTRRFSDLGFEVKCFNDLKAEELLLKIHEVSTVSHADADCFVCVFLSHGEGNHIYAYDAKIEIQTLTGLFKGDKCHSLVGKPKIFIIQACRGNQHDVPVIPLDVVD
# Target sequence (P55212 194-293 limits assumed): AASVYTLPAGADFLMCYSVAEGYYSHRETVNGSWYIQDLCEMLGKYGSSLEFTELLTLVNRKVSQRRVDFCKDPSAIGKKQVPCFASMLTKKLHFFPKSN
# FN deposit inh: fibronectin deposition inhibition | AH1F fibroblasts, Alexa488-fibronectin deposition fluorescence, overnight | inhibition, % at 12.6 µM | 350,000 tested, 0.086% active | AID 743247;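 active means mean inhibition across replicates of 30% or more, regardless of how many single replicates reach that level; inconclusive means mean under 30% yet at least half of replicates reach 30%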;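 further: positive control wells lacked labelled fibronectin entirely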
#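 Test system: AH1F fibroblast monolayer depositing Alexa488-labelled fibronectin into matrix. Input: 10000 cells per well. Technique: fluorescence, ex 485 nm, em 525 nm. Buffer or medium: DMEM plus 2% serum, read in PBS. Timing: 1 h cell adhesion before compound, then overnight fibronectin incubation. Compound: single dose, pinned. Read-out basis: inhibition from reduced deposited-fibronectin fluorescence.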
# S100A4 inh HTS: S100A4-myosin IIA interaction inhibition; P26447; S100A4/TAMRA-MyoIIA peptide fluorescence polarization; inhibition, % at 10.7 µM; 360,000 tested, 0.14% active;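 active means mean inhibition of at least 70% across replicates, with every replicate also reaching that level; inconclusive means mean inhibition reaches 70% but some replicates fall short; inactive means mean inhibition below 70%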
# Target sequence (P26447 whole entry, looked up): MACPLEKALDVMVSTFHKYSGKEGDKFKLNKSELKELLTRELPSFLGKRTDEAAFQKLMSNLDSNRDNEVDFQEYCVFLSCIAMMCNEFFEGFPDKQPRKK
#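 Test system – S100A4 monomer (human) · Compound – single-point compound testing · Schedule – 5 min incubation before reading · Probe or stimulus – TAMRA-labelled myosin IIA heavy-chain peptide probe, 5 nM · Benchmarks – neutral control DMSO, positive control TFP · Medium – Calcium-containing HEPES buffer, pH 7.2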
# SIRT5 inh: sirtuin-5 (human) deacylase inhibition | Q9NXA8 | Purified SirT5, succinyl-peptide AMC, trypsin-coupled fluorescence | inhibition, % at 15 µM | 330,000 tested, 1.1% active | AID 652115; in the data active means inhibition above about 15%; inconclusive means no clear call, values can overlap the other calls
# Target sequence (Q9NXA8 whole entry, looked up): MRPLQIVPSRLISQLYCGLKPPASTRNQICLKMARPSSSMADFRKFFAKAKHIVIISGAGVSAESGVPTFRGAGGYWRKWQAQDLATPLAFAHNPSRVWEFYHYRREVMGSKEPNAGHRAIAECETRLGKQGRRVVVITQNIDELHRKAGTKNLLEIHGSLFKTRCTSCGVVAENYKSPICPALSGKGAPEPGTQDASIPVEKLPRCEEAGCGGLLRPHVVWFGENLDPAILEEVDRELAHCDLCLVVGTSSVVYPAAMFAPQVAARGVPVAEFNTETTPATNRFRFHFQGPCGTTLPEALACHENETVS
# C2C12 statin: suppressors of simvastatin-induced myotoxicity in C2C12 myotubes; ATP luminescence, 48 h; scaled: DMSO 0, geranylgeraniol control 100; rescue of ATP level, % at 7.49 µM; 330,000 tested, 0.78% active; AID 602340;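 active means mean ATP rescue above about 67%, or every replicate alone reaching that limit, limit read from the data, passing the limit was not always enough; inconclusive means no clear call, values can overlap the other calls; inactive means mean under the limit and some replicate under it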;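 further: myotubes were challenged with 10 µM simvastatin during compound exposure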
# esBAF inh: blocks esBAF chromatin remodeling in mouse ES cells. AID 602393. 350,000 tested, 2% active. reporter increase, % at 12.5 µM. Bmi1-luciferase knock-in reporter, 24 h; 100% = twice the neutral-well signal; in the data active means activation above about 40%; inconclusive means no clear call, values can overlap the other calls;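 further: 0% = median of the plate's neutral control wells and 100% = double that signal; a rise in the Bmi1 reporter signal indicates esBAF inhibition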
# LGR2 antag: inhibitors of bursicon-induced Drosophila LGR2 receptor cAMP signaling; HEK293 LGR2, CRE-luciferase, bursicon-stimulated, 4 h; inhibition, % at 9.99 µM; 380,000 tested, 0.35% active; AID 720647;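 active means drop in luminescence signal, shown as inhibition above about 50% in the replicate tests, limit read from the data, passing the limit was not always enough; inconclusive means probably only some replicates passing the limit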;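 further: agonist challenge used bursicon conditioned medium at about half maximal strength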
# * hit, by the source's call; ? = inconclusive; nt = no result given. Not all compounds are listed; count on the stated rates, not on these rows.
SMILES,Casp6 inh,FN deposit inh,S100A4 inh HTS,SIRT5 inh,C2C12 statin,esBAF inh,LGR2 antag
COC(=O)CNC(c1ccccc1)c1cc(Br)ccc1NC(=O)CCN1CCOCC1 (configuration not stated),-2,-4,5,nt,nt,nt,-12
NCc1nc(-c2ccc(Cl)cc2)no1,2,-11,-2,2,nt,nt,5
C[C@H]1CN([C@@H](C)CO)S(=O)(=O)c2ccc(C#Cc3ccccc3)cc2O[C@H]1CN(C)S(C)(=O)=O,1,nt,-10,0,43,5,21
CN(C)C(=O)C1Cc2ccccc2CN1S(=O)(=O)c1cccs1 (configuration not stated),1,1,-1,0,11,-3,-11
CCOC(CNCc1cc(C)c2[nH]c3ccccc3c2c1C)OCC,0,0,-20,7,-31,0,4
COC(=O)CCC(=O)c1ccn(S(=O)(=O)c2ccccc2)c1,1,-6,-1,-2,4,-12,13
CCNC(=S)NNC(=O)C(c1ccccc1)c1ccccc1,-8,-6,-4,nt,-2,1,2
O=C(NC1CCCC1)C(c1ccc(N2CCOCC2)cc1)N(C(=O)c1ccco1)c1ccccc1F (configuration not stated),-2,nt,-2,11,nt,nt,-2
O=C(C[C@H]1C=C[C@H](NS(=O)(=O)c2ccc(F)cc2)[C@@H](CO)O1)N1CCc2ccccc2C1,1,-12,-11,-3,7,4,1
COc1cc(NC(=O)c2ccc(S(=O)(=O)N(C)c3ccccc3OC)cc2)cc(OC)c1,-2,8,1,-1,-24,nt,1
C[C@@H]1CCCCO[C@H](CN(C)C(=O)NC2CCCCC2)[C@@H](C)CN([C@H](C)CO)C(=O)c2cc(NS(C)(=O)=O)ccc2O1,nt,-12,nt,nt,13,6,-5
C[C@@H]1CN([C@@H](C)CO)C(=O)c2cc(NS(=O)(=O)c3cccs3)ccc2O[C@@H]1CN(C)Cc1ccccc1,nt,nt,nt,nt,20,-3,-1
COC(=O)CCCC(=O)N(C)CC1CCCN(CCc2ccccc2C)C1 (configuration not stated),-2,1,-24,3,-1,-6,25
Cc1cc(N/N=C/c2ccc(Cl)cc2)nc(NCc2ccccc2)n1,-1,1,-11,4,nt,nt,-14
Cc1ccc(N=C2NC(=O)/C(=C/c3cccn3C)S2)c(C)c1,2,-7,-4,-2,nt,nt,-14
O=C(NC(=S)Nc1ccc(S(=O)(=O)N2CCCCCC2)cc1)c1cccs1,-2,4,1,-3,-25,3,-2
O=C(NC(=S)Nc1ccccc1C(=O)O)c1ccc2ccccc2c1,10,3,-5,-13,0,13,-20
COc1ccc(CN(C)C[C@@H]2OCc3cn(nn3)CCCC(=O)N([C@@H](C)CO)C[C@@H]2C)cc1,-1,1,-3,1,-4,-6,2
COC(=O)C[C@H]1CC[C@@H]2[C@H](COc3ccc(NS(=O)(=O)c4cccc(F)c4)cc3C(=O)N2C)O1,-3,-3,8,-13,-10,6,-5
COc1ccccc1NC(=O)C1=C(C)NC(=O)NC1c1ccc(C)s1 (configuration not stated),0,1,4,0,8,-3,nt
C[C@H]1CN([C@@H](C)CO)C(=O)Cc2cc(NC(=O)Nc3ccc(F)cc3)ccc2O[C@H]1CN(C)CC1CCCCC1,-1,nt,-5,-2,-25,-1,?
COC(=O)/N=C(/Cc1ccc(OC)cc1)c1ccc(OC)cc1,-2,-1,2,-2,13,25,-19
Cc1cc(C)cc(NC(=S)Nc2ccc(Cl)c(Cl)c2)c1,0,-8,-3,nt,-2,2,6
COc1cc(C(=O)Nc2cccc(C(C)=O)c2)cc(OC)c1OC,3,3,5,2,nt,nt,-4

# Three compounds from above, ordered by the value under S100A4 inh HTS, descending.
Molecule	Casp6 inh	S100A4 inh HTS	SIRT5 inh	esBAF inh	LGR2 antag
COc1ccccc1NC(=O)C1=C(C)NC(=O)NC1c1ccc(C)s1 (configuration not stated)	0	4	0	-3	nt
O=C(NC(=S)Nc1ccccc1C(=O)O)c1ccc2ccccc2c1	10	-5	-13	13	-20
O=C(C[C@H]1C=C[C@H](NS(=O)(=O)c2ccc(F)cc2)[C@@H](CO)O1)N1CCc2ccccc2C1	1	-11	-3	4	1

# Carrying on.
SMILES,Casp6 inh,FN deposit inh,S100A4 inh HTS,SIRT5 inh,C2C12 statin,esBAF inh,LGR2 antag
CCC(C)Oc1ccc(C(=O)Nc2ccc(CN3CCOCC3)cc2)cc1 (configuration not stated),-2,-11,-2,-1,-37,8,9
N#Cc1ccccc1OCC(=O)NCc1ccccc1CN1CCCC1,-7,nt,-1,-2,9,-2,-29
CCc1c(-c2cccc(Cl)c2)ncn1Cc1cccc(-c2ccccc2)c1,0,9,-6,5,nt,nt,24
CC(C)OCCCNC(=O)COc1ccc2oc3c(c2c1)CCCC3,2,1,-1,1,-2,-9,-5
COc1cccc(-c2ccc([C@H]3[C@H]4CNCC(=O)N4[C@H]3CO)cc2)c1,-1,-5,-3,4,nt,nt,-3
COc1ccc2cc(C#N)c(SCC(=O)Nc3nonc3C)nc2c1,3,2,7,-3,-10,40,-120
Clc1ccccc1Nc1nc(-c2cccnc2)cs1,-1,4,-6,-5,-45,29,-69
NC(N)=NS(=O)(=O)c1ccc(NC(=S)NC(=O)/C=C/c2cccs2)cc1,-1,7,-2,4,nt,nt,35
COc1ccc(NC(=O)N2CCC(NC(=O)c3ccco3)CC2)cc1,nt,9,nt,nt,6,-3,nt
O=C(Cc1ccc(F)cc1)N(c1ccc(F)cc1)C1C=CS(=O)(=O)C1 (configuration not stated),nt,6,nt,nt,-1,4,-1
O=C(c1cccc(N2CCNC2=O)c1)N1CCCC(Nc2cccc(F)c2)C1 (configuration not stated),-4,-4,-1,-1,0,0,-7
CCc1nc2ccc(C(=O)Nc3cccc(OCC(=O)N(C)C)c3)cn2c1N(C)C(=O)c1ccncc1,-1,-2,-2,-4,-14,1,20
Cc1ccc2c(c1)C(c1ccccc1)N(C(=O)CC(C)C)CC(=O)N2 (configuration not stated),1,-3,6,-5,5,-3,0
COc1ccc(N(CC(=O)NC(C)c2ccccc2)S(=O)(=O)c2c(C)noc2C)cc1 (configuration not stated),1,8,-6,14,5,7,5
COCC(=O)N1CC(=O)N2[C@H](CO)[C@H](c3ccc(C#CC4CCCC4)cc3)[C@@H]2C1,-1,-4,-2,1,nt,nt,-9
COc1ccc(NC(=O)C2CCN(C(=O)c3ccco3)CC2)c(OC)c1,1,-1,6,-2,-5,6,18
CCCC#Cc1ccc([C@H]2[C@H]3CN(S(=O)(=O)CC)CCCCN3[C@H]2CO)cc1,2,nt,-10,0,nt,nt,-1
N#C[C@@H]1[C@H](c2ccccc2)[C@@H](CO)N1S(=O)(=O)Cc1ccccc1,5,-11,3,1,8,-1,3
O=C(COC(=O)CNS(=O)(=O)c1cccc(Br)c1)NC(=O)Nc1ccc2c(c1)OCCO2,3,-3,-7,-1,nt,nt,nt
Cc1noc(C)c1S(=O)(=O)N(C)C[C@@H]1Oc2ccc(NC(=O)Nc3cccc4ccccc34)cc2CC(=O)N([C@@H](C)CO)C[C@@H]1C,-1,-5,-21,-3,19,-4,9
Cc1noc(C)c1NC(=O)N(C)C[C@@H]1Oc2ncc(C#CC3CCCCC3)cc2C(=O)N([C@H](C)CO)C[C@@H]1C,-9,3,8,-2,2,1,-5
C[C@@H]1CN([C@H](C)CO)S(=O)(=O)c2ccc(-c3cccnc3)cc2O[C@H]1CN(C)Cc1cncnc1,-2,-68,0,-1,-8,4,-7
COc1ccc(CNC(=O)CN2C(=O)COc3ccc(S(=O)(=O)N4CCCC4)cc32)cc1,-4,9,14,4,28,3,19
CCCCC/C=N/NC(=O)c1[nH]c2ccc([N+](=O)[O-])cc2c1C,-2,3,3,2,nt,nt,18
CCC(=O)N1C[C@H](C)[C@H](OC)CN(C)C(=O)c2cc(NC(=O)Nc3cccc(F)c3)ccc2OC[C@@H]1C,0,2,-4,-4,-15,-5,1
COc1ccc2[nH]cc(CCNC(=O)C3CCCO3)c2c1 (configuration not stated),nt,5,-2,-2,nt,nt,9
CCOC(=O)c1c(C)c(C(=O)NC2CCCCCC2)c(C)n1C,nt,0,nt,nt,-2,7,-7
C[C@@H]1CN([C@H](C)CO)C(=O)c2cc(NS(=O)(=O)c3cccs3)ccc2O[C@H]1CN(C)S(=O)(=O)c1cccs1,nt,nt,nt,nt,-12,-2,-25
C[C@@H]1CN([C@@H](C)CO)C(=O)c2cccc(NC(=O)C3CCCCC3)c2O[C@@H]1CN(C)CC1CCCCC1,-3,nt,21,0,-29,1,-14
COc1ccc2c3c([nH]c2c1)[C@@H](CO)N(Cc1nccs1)CC31CCN(C(=O)C2CCCC2)CC1,-1,nt,15,4,nt,nt,-16
CCc1nnc(NC(=O)c2ccc(Cl)nc2)s1,1,5,1,-1,5,?,11
C=CCNC(=O)CC1C(=O)NCCN1Cc1c(F)cccc1Cl (configuration not stated),-1,nt,-7,32*,nt,nt,10
COc1ccc(NC(=O)Nc2ccc3c(c2)CC(=O)N([C@H](C)CO)C[C@@H](C)[C@H](CN(C)C(=O)Nc2c(C)noc2C)O3)cc1,nt,nt,nt,nt,-14,10,-1
O=C(C(=O)N1CCN(c2ccncc2)CC1)c1cccc(Br)c1,-28,2,3,-3,nt,nt,7
O=C(C[C@H]1CC[C@@H]2[C@H](COC[C@H](O)CN2Cc2ccc3c(c2)OCO3)O1)Nc1ccccc1,-1,2,8,-1,4,5,-4
Cc1ccsc1C(=O)NNC(=O)COc1ccccc1Cl,2,8,5,-5,-2,21,15
COc1ccc(S(=O)(=O)NCCC(=O)OCC(=O)c2ccc[nH]2)cc1[N+](=O)[O-],2,-1,-2,-4,1,-3,-8
CCc1nc(N[C@H](C(=O)O)C(C)CC)c2oc3ccccc3c2n1 (some centres not stated),nt,nt,nt,nt,8,-4,7
O=C(Nc1ccccc1C(=O)N1CCCCC1)c1cc(F)c(F)cc1Cl,12,0,2,1,nt,nt,-8
COCC(=O)N1CC2(C1)[C@@H](c1ccc(-c3cccc(F)c3)cc1)[C@@H](CO)N2C(=O)C1CC1,nt,1,2,-2,nt,nt,15
Cc1ccc(-c2noc(-c3cc(C(C)(C)C)nn3Cc3ccccc3)n2)cc1,-4,-9,-1,1,nt,nt,-10
CCN(CC)S(=O)(=O)c1ccc(NS(=O)(=O)c2cccs2)cc1,2,6,3,3,-1,-13,-21
COc1ccc(C(=O)NCCS(=O)(=O)NCc2ccc(F)cc2)cc1,3,1,1,1,-3,3,-13
COc1ccccc1NC(=O)N1C[C@@H]2N[C@H](C1)C2c1ccc(-c2cccc(C(=O)N(C)C)c2)cc1 (some centres not stated),0,-12,0,0,nt,nt,12
Cc1ccc(Br)c(NS(=O)(=O)c2cccc(C(=O)N3CCNC(=O)C3)c2)c1,0,7,-1,4,8,-1,-7
O=c1[nH]cnc2ncc(-c3ccc(O)cc3)nc12,-2,-3,2,-3,-1,-6,5
O=C(NC1CCCN(Cc2ccc(Cl)cc2)C1)c1ccccc1-c1ncc[nH]1 (configuration not stated),1,19,-2,-2,-6,-2,-5
COc1ccc(NS(=O)(=O)c2cc(NC(=O)c3ccc(C)s3)ccc2N2CCOCC2)cc1,12,17,1,-6,0,1,0
C[C@@H]1CCCCO[C@H](CN(C)S(=O)(=O)c2ccc(F)cc2)[C@H](C)CN([C@H](C)CO)C(=O)c2cc(NC(=O)Nc3ccc(F)cc3)ccc2O1,nt,9,nt,nt,nt,10,-2
CC(C)(C)NC(=O)C(c1cccc2ccccc12)n1c(=O)c(-c2ccco2)nc2ccccc21 (configuration not stated),4,-12,-5,0,nt,nt,4
CCOC(=O)C1=C[C@@H](C2CCCCC2)N(S(=O)(=O)c2ccc([N+](=O)[O-])cc2)[C@H]1c1ccccc1,4,-19,-1,3,0,-20,8
Cn1c(N)nc2ccccc2c1=O,1,1,-3,-3,9,-2,5
